ERAP1 HTS inh: blocks human ERAP1 aminopeptidase activity. Q9NZ08. recombinant ERAP1, Leu-AMC fluorescence, 60 min. inhibition, % at 10.7 µM. hit rate 0.15% among 340,000. AID 652197;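 active = mean replicate inhibition of at least 30%, or all replicates individually reaching that 30% level; inactive = mean below 30% and not every replicate reaching it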;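 also: 0% = neutral control wells and 100% = L-leucinethiol positive control wells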
E-sel inducer: E-selectin induction on HUVECs | HUVEC E-selectin immunofluorescence imaging; normalized: neutral wells 0, TNF-alpha wells 100 | activation, % at 7.58 µM | hit rate 0.37% among 260,000 | P16581;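 active = mean E-selectin-positive cell signal at least 10% of the positive control, reached in at least 60% of replicates, without over 20% cell loss; inconclusive = no rule given, readout overlaps actives, possibly toxicity-flagged; inactive = the rest, including those meeting only one limit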;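 also: in these data hits start at about 27%; measured in HUVEC primary endothelial cells; signal is the percent of cells scored E-selectin positive by PE staining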
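assay system = HUVEC, human umbilical vein endothelial cells | input = 3,000 HUVEC seeded per well | medium = EGM-2 growth medium on 0.1% gelatin-coated wells | dosing = one compound dose added by pin transfer | signal = immunofluorescence imaging | read-out basis = % PE-positive cells | control set = TNF-alpha, DMSO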
RAD54 branch: blocks human RAD54 Holliday junction branch migration; AID 602329; inhibition, % at 10.4 µM; FAM/BHQ fluorescence; hit rate 0.14% among 360,000; Q92698;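 active = mean normalized replicate activity at least 40 and at least half of replicates scoring 40 or more; inconclusive = only one of the two criteria met; inactive = mean below 40 and under half of replicates reaching 40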;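 also: 0% = median of neutral control wells and 100% = median of positive control wells; inhibitors cause a drop in the FAM fluorescence signal; in these data hits start at about 50%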
Target sequence (Q92698 whole entry, looked up): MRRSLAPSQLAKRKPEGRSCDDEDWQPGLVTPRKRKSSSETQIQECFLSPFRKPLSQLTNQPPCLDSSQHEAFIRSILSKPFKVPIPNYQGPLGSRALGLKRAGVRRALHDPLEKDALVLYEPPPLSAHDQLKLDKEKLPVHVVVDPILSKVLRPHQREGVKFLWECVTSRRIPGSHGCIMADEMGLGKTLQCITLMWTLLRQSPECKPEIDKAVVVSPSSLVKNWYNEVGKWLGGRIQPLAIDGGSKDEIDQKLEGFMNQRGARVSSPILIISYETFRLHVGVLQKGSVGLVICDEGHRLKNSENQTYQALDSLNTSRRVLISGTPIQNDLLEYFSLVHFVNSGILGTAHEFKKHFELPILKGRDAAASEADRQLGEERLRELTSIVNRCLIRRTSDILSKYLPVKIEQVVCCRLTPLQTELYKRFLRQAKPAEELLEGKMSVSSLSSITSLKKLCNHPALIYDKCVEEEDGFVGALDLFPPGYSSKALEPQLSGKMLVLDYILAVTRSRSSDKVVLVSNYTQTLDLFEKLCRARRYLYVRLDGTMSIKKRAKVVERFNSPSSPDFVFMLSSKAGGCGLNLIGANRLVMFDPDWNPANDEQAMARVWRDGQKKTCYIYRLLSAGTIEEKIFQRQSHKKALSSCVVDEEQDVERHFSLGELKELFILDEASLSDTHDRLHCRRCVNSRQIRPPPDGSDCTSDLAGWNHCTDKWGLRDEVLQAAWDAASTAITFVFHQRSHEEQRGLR
S100A4 MyoIIA: S100A4-myosin IIA interaction inhibition | P26447 | S100A4/TAMRA-MyoIIA peptide fluorescence polarization | inhibition, % at 10.7 µM | hit rate 0.14% among 360,000;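 active = mean inhibition of at least 70% across replicates, with every replicate also reaching that level; inconclusive = mean inhibition reaches 70% but some replicates fall short; inactive = mean inhibition below 70%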
Target sequence (P26447 whole entry, looked up): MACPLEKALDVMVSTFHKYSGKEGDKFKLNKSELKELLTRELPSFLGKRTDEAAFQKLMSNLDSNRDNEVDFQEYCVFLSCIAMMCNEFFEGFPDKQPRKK
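Test system: S100A4 monomer protein; Medium: HEPES pH 7.2 with CaCl2, KCl, NaCl, DTT, Triton; Probe or stimulus: TAMRA-labelled myosin IIA heavy-chain peptide probe, 5 nM; Doses: one dose per compound; Times: polarization read 5 min after assay mix addition, stable 5–60 min; Benchmarks: neutral control DMSO, positive control TFP.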
RAD52 anneal inh: RAD52 (human) annealing inhibition. P43351. recombinant RAD52 DNA annealing, FRET fluorescence. inhibition, % at 18.7 µM. hit rate 0.46% among 360,000. AID 651710;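 active = every replicate showing at least 50% inhibition; inconclusive = mean inhibition at least 50% but not in every replicate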
esBAF inh: blocks esBAF chromatin remodeling in mouse ES cells; Bmi1-luciferase knock-in reporter, 24 h; 100% = twice the neutral-well signal; reporter increase, % at 12.5 µM; hit rate 2% among 350,000; in the data active = activation above about 40%; inconclusive = no clear call, values can overlap the other calls;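 also: 0% = median of the plate's neutral control wells and 100% = double that signal; a rise in the Bmi1 reporter signal indicates esBAF inhibition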
XiGFP reactiv: activators of X-chromosome reactivation in mouse fibroblasts. XiGFP mouse fibroblasts, % GFP-positive cells imaging, 3 d; cells co-treated with 5-aza-dC sensitizer; scaled so ellipticine positive control = 100%. activation, % at 7.58 µM. hit rate 0.055% among 360,000. AID 743238;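 active = mean normalized replicate activation at least 10% and every replicate at or above 10%; inconclusive = only one of the two criteria met; inactive = mean below 10% and not all replicates reach 10%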;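 also: 0% = median of on-plate neutral control wells and 100% = ellipticine 6 µM median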
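System: 68-5-11 XiGFP fibroblast line | Buffer or medium: DMEM containing 5-aza-dC | Compound: Single point | Times: Compounds 3 days, fix/stain 15 min at room temperature | Benchmarks: Positive control ellipticine, 6 µM final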
ERp5 block: ERp5 (human) disulfide isomerase inhibition; hit rate 0.05% among 350,000; Q15084; inhibition, % at 9.99 µM; ERp5 insulin aggregation, absorbance 650 nm, 90 min;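 active = mean replicate inhibition above about 25%, with every replicate also reaching it, limit read from the data, passing the limit was not always enough; inconclusive = only one of those two criteria met; inactive = neither criterion met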
* hit, by the source's call; ? = inconclusive; / = no result given.

Values run as follows: esBAF inh, E-sel inducer, RAD54 branch, XiGFP reactiv, RAD52 anneal inh, ERAP1 HTS inh, S100A4 MyoIIA, ERp5 block
- CCCN(C)C[C@@H]1OCCCC[C@@H](C)Oc2ccc(NS(=O)(=O)c3ccccc3)cc2C(=O)N([C@@H](C)CO)C[C@@H]1C
  -5, -0.2, -1, 0.0, 37, 0, 5, 2
- Cc1c(NC(=O)c2cccc(NC(=O)Cc3c(F)cccc3Cl)c2)c(=O)n(-c2ccccc2)n1C
  -2, 9.6, -8, 0.1, -5, 8, -3, 1
- CN1[C@H](C(=O)N2CCc3ccccc3C2)[C@@H](CO)[C@@H]2Cn3c(ccc(-c4ccccc4)c3=O)[C@@H]21
  1, -0.3, -5, 0.4, -5, /, /, -1
- CN1CCN(C(=O)c2ccc(Cl)c(S(=O)(=O)N3CCCCCC3)c2)CC1
  /, -0.8, /, -0.1, -2, 3, -2, 8
- COc1ccccc1CNC(=O)C[C@H]1C[C@H]2c3cc(NS(C)(=O)=O)ccc3O[C@H]2[C@@H](CO)O1
  0, -0.4, 5, 0.0, -9, 2, 3, 2
- COc1cccc(CC(NC(C)=O)C(=O)NC2CCN(S(=O)(=O)c3ccc(F)cc3)CC2)c1OC (configuration not stated)
  1, /, 8, 0.0, -20, -6, -6, 3
- O=C(COc1ccc2c(-c3ccccc3)cc(=O)oc2c1)NCCN1CCOCC1
  -2, 0.1, -7, 0.2, -1, -1, -2, -10
- COc1cc(NC(=O)CCCNC(=O)Cn2cnc3sc(C)c(C)c3c2=O)cc(OC)c1OC
  -6, /, -3, 0.0, -23, 1, -1, 2
- Cc1cc(C)n2[nH]c(=O)cc2n1
  -4, -0.8, 18, 0.2, -6, -1, -3, -2
- CCC(C)NC(=O)CN(C)S(=O)(=O)c1ccc2c(c1)c(=O)n(C)c(=O)n2C (configuration not stated)
  2, 0.3, -4, -0.1, -7, -3, -7, 2
- CCOc1cc(C2C3=C(CC(C)(C)CC3=O)N(CCOC)C3=C2C(=O)CC(C)(C)C3)ccc1OC
  -4, -0.1, -11, 0.0, -12, 14, 1, -1
- COc1ccc(S(=O)(=O)Nc2ccc3c(c2)C(=O)N([C@H](C)CO)C[C@@H](C)[C@@H](CN(C)Cc2ccc(C(F)(F)F)cc2)OCCCC[C@H](C)O3)cc1
  0, 0.3, -1, 0.2, 28, 4, 15, 2
- O=C(CCN1C(=O)/C(=C/c2ccccc2Cl)SC1=S)Nc1ccccc1C(=O)O
  -14, /, 2, 0.0, -28, 3, 0, 4
- COc1ccc(C(C)(O)c2nc(-c3cccc(F)c3)cs2)cc1 (configuration not stated)
  -35, 0.5, -2, 0.1, 5, 7, -1, 1
- Cc1cccc2c1cnn2C(=O)Nc1ccccc1Cl
  13, 0.0, -11, 0.0, -8, -2, -7, -3
- COc1cccc(Cn2cnc(-c3ccccc3OC)c2-c2ccco2)c1
  /, /, /, 2.3, -17, 3, -3, -2
- Cc1ccccc1S(=O)(=O)NCC[C@@H]1CC[C@H](NC(=O)Nc2cccc(F)c2)[C@H](CO)O1
  -3, 0.1, 2, 0.2, 10, -1, 1, -3
- CCCCC(O)(CCCC)C(=O)NN(C(=O)c1cccnc1Cl)c1ccccc1
  3, 1.1, -10, 0.0, -13, -1, 0, 10
- O=C(COc1c(CO)cc(Br)cc1CO)NC1CCCc2ccccc21 (configuration not stated)
  /, -0.1, /, 0.0, 0, 5, 0, 0
- CCNC(=O)C[C@@H]1CC[C@@H]2[C@H](COc3ccc(NC(=O)C4CCOCC4)cc3C(=O)N2C)O1
  -1, -0.1, 1, 0.2, 8, 1, -7, 1
- C[C@H]1CN([C@@H](C)CO)C(=O)c2cccc(NC(=O)CCCCCC(=O)Nc3ccccc3N)c2O[C@H]1CN(C)C(=O)Nc1ccc(C(F)(F)F)cc1
  /, /, /, 0.2, -10, 8, 1, /
- Cc1c(NS(=O)(=O)c2ccc(NC(=O)CCC(=O)O)cc2)c(=O)n(-c2ccccc2)n1C
  -7, -0.1, -2, 0.2, -20, 2, 2, -1
- CN1OC[C@@H]2CN(S(=O)(=O)c3cccc4ccccc34)[C@H](c3ccc(-c4cccnc4)cc3)C[C@@H]21
  2, -1.2, -2, -0.1, -15, 11, -4, 7
- C[C@H]1CN([C@@H](C)CO)S(=O)(=O)c2ccc(C#Cc3ccc(F)cc3)cc2O[C@H]1CN(C)S(=O)(=O)c1ccc(F)cc1
  -1, 0.3, -6, 0.1, 17, 0, -31, 2
- COc1cccc(C2c3c(C)nn(-c4ccc([N+](=O)[O-])cc4)c3N=C3C(=O)Nc4ccccc4N32)c1 (configuration not stated)
  /, 8.2, /, 0.3, -62, 3, 2, 0
- Cc1noc(C)c1NC(=O)Nc1ccc2c(c1)C(=O)N([C@H](C)CO)C[C@@H](C)[C@H](CN(C)S(=O)(=O)c1cn(C)cn1)O2
  -1, -2.8, -7, 0.2, -15, 1, -1, 4
- O=S1(=O)CC(N2CCCCC2)CN1Cc1cn(Cc2ccc(Cl)cc2)nn1 (configuration not stated)
  /, 0.3, /, 0.2, -20, -1, 0, -7
- Cc1cccc(N2CCN(C(=O)CSc3nc4ccccc4nc3N3CC(C)OC(C)C3)CC2)c1C (configuration not stated)
  -5, /, -4, 0.1, -14, 0, 0, 1
- COCC(=O)N1C[C@@H](C)[C@H](OC)CN(C)C(=O)c2cc(NC(=O)C3CCC3)ccc2OC[C@H]1C
  -4, -0.1, 1, -0.4, 1, -1, 4, -2
- COc1cccc(NC(=O)N(C)C[C@H]2Oc3cc(-c4cccc(C(=O)N(C)C)c4)ccc3S(=O)(=O)N([C@H](C)CO)C[C@H]2C)c1
  1, -0.3, 6, -0.3, 3, 16, 13, -3
- O=C(NCC[C@@H]1CC[C@@H](NS(=O)(=O)Cc2ccccc2)[C@H](CO)O1)C1CC1
  5, -0.4, -3, -0.3, 13, 2, -4, 0
- C[C@H](CO)N1C[C@H](C)[C@H](CN(C)S(=O)(=O)c2ccc(-c3ccccc3)cc2)OCc2cn(nn2)CCCC1=O
  -6, -0.1, -2, -0.3, 12, -2, -10, -3
- CCCc1nc2c(C)cc(Br)cn2c1Cc1cccc(F)c1
  21, 1.1, -8, /, -26, -6, -4, -2
- C[C@@H]1CN([C@@H](C)CO)C(=O)c2cccc(NS(=O)(=O)c3ccccc3)c2O[C@H]1CN(C)Cc1ccc(C(F)(F)F)cc1
  -8, 0.6, -20, 0.0, 11, 1, 11, 1
- Cc1ccc(-n2nnc3c(=O)n(CC(=O)N4CCCC4)cnc32)cc1
  /, /, /, /, -37, -2, -1, 3
- C[C@H](CO)N1C[C@H](C)[C@@H](CN(C)C(=O)NC2CCCCC2)Oc2ccc(NC(=O)Nc3ccc(C(F)(F)F)cc3)cc2CC1=O
  4, 0.4, -5, 0.0, 19, -1, -3, -4
- O=C(Cc1nc2ccccc2[nH]c1=O)c1ccccc1
  /, 5.3, /, 0.1, -238, -1, 12, 1
- O=C(Nc1c(-c2cccs2)nc2ccccn12)c1ccccc1F
  /, 2.9, /, 0.3, -2, 2, -1, 0
- C[C@@H]1CN([C@H](C)CO)C(=O)Cc2cc(NS(=O)(=O)c3cn(C)cn3)ccc2O[C@H]1CN(C)CC1CCCCC1
  -3, -0.4, -1, 0.2, -2, 0, -2, 0
- CCNC(=O)C1(C)CCCN(C(=O)C2(c3ccc(Cl)cc3)CCCC2)C1 (configuration not stated)
  -6, -0.1, -2, 0.1, 8, 1, 2, 9
- Cc1oc2cc(Br)c(O)c(Br)c2c1C(=O)c1ccccc1
  10, 0.0, 0, 0.1, -21, -3, 5, 3
- COc1ccccc1NC(=O)CCS(=O)(=O)c1ccc2c(c1)oc(=O)n2C
  2, /, 5, 0.0, -7, -5, -1, -5
- NS(=O)(=O)c1ccc(CCNC(=O)C2CCN(S(=O)(=O)c3ccc(Br)s3)CC2)cc1
  /, 0.0, /, 0.0, -13, 1, 0, 0
- CN(C)CCn1c(=O)n(C2CCCCC2)c(=O)c2c3c(sc21)CCCCC3
  -5, 2.3, 3, -0.1, 3, 22, -9, 4
- Cc1nn(C)c(C)c1Sc1ccccc1N
  /, 8.4, /, -0.1, -12, -1, -8, -7
- CCOc1ccc(CSc2nc(C)cc(COC)c2C#N)cc1OCC
  4, 12, 3, 0.1, -8, -7, -1, -1
- COc1ccc(/C=C2\SC(=S)N(CCC(=O)NC3=NCCS3)C2=O)cc1OC
  -67, 0.2, -2, -0.2, -28, 0, 2, 0
- COc1ccc(C2=NN(c3ccccc3)C(=O)/C2=C\c2ccc(O)c(OC)c2)cc1
  /, 0.0, /, 0.0, -4, -1, 3, 3
- O=C(O)c1cccc(NC(=O)c2ccc3c(c2)C(=O)N(c2ccccc2)C3=O)c1
  14, -0.1, -3, 0.2, -4, -4, 2, 3
- CCN(CC)S(=O)(=O)c1ccc(N2CCCC2)c(NC(=O)CSCc2c(C)noc2C)c1
  1, -0.3, -2, 4.4, -102, 4, -20, 1
- COc1cc(OC)c(OC)cc1CNC(=O)c1cc(=O)[nH]c2ccccc12
  2, /, -1, 0.0, -10, 2, -4, 1
- COC(=O)[C@H](Cc1c[nH]c2ccccc12)NC(=O)Nc1ccccc1OC
  -2, 0.5, /, -0.1, -9, /, -13, 0
- O=C(CCCOc1ccccc1)Nc1cccc(S(=O)(=O)N2CCCCCC2)c1
  2, 0.4, -1, 0.1, -12, -3, -7, -1
- Cc1noc(C)c1/C=N/Nc1ccccn1
  /, 0.0, /, 0.0, -15, -3, -4, 0
- O=C(O)c1ccc(N/N=C/c2ccc(-c3cccc(Cl)c3)o2)cc1
  ?, 0.3, -1, 0.2, -19, -25, 3, 0
- C[C@@H]1CCCCO[C@@H](CN(C)C(=O)CCC(F)(F)F)[C@@H](C)CN([C@@H](C)CO)C(=O)c2cc(NC(=O)Cc3ccccc3)ccc2O1
  -3, -0.1, -7, -0.2, 6, -3, 8, 2
